# aDG glyco act: alpha-DG glycosylation activation; Pro5-aDG cells, alpha-DG glycosylation AlphaScreen (IIH6); 0% Pro5, 100% B10-LARGE cell signal; activation, % at 10 µM; 360,000 compounds, 0.22% hits; AID 624168;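 active means activation of at least 8% versus controls, or a plate z-score of at least 8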;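 further: Pro5 are CHO cells carrying HIG-tagged alpha-DG that lacks glycosylation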
# TWEAK Fn14 block: TWEAK-Fn14 signaling inhibition; TWEAK-stimulated Fn14 reporter cells, luciferase luminescence, 8 h; 360,000 compounds, 2% hits; AID 1159606; inhibition, % at 10 µM; in the data active means inhibition above about 50%
# CF NFkB block: blocks PAF-induced NF-kB reporter in cystic fibrosis cells; KKLEB NF-kB-GFP reporter, GFP fluorescence overnight; inhibition, % at 5 µM; 360,000 compounds, 0.86% hits; AID 588850;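 active means at least 50% inhibition at 5 µM, scaled per plate between neutral and stimulator controls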;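 further: PAF is a Pseudomonas aeruginosa culture filtrate used as stimulus; plate controls were PAF-stimulated DMSO wells for no effect and unstimulated DMSO wells for full effect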
# NR2E3 ag-1: agonists of human NR2E3 nuclear receptor; 360,000 compounds, 0.35% hits; Q9Y5X4; CHO-S Gal4-NCOR/VP16-NR2E3 two-hybrid, luciferase; AID 602229; inhibition of corepressor binding, % at 3.98 µM;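 active means inhibition above the mean of all tested compounds plus 3 SD, cut at about 70% in these data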;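 further: 0% = DMSO with NR2E3 transfected cells and 100% = cells lacking NR2E3 construct; higher means lower luciferase signal from less NR2E3 corepressor binding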
# Target sequence (Q9Y5X4 whole entry, looked up, the tested form may be a part): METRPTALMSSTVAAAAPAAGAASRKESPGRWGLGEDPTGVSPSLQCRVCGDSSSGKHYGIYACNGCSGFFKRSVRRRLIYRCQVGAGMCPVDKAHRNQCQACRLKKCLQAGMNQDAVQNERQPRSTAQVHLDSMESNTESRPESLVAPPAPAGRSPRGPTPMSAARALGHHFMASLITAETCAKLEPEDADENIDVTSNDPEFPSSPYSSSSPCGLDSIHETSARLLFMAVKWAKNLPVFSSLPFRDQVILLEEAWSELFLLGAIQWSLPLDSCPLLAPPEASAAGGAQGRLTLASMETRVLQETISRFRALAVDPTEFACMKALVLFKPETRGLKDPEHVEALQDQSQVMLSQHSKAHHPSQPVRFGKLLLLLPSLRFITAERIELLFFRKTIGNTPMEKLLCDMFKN
# KKLEB tox: CF airway cell cytotoxicity counter-screen; KKLEB CF airway cells viability, ATPlite luminescence, overnight; hits give low values; cells stimulated with P. aeruginosa culture filtrate; AID 602141; 360,000 compounds, 0.36% hits; activity change (cytotoxicity), % at 5 µM;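 active means corrected activity change at or below -50% at 5 µM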
# NR2E3 ag-2: activates human photoreceptor nuclear receptor NR2E3 | GST-NR2E3/biotin-RetCOR TR-FRET, 1536-well | Q9Y5X4 | AID 2300 | 320,000 compounds, 0.12% hits | inhibition of corepressor binding, % at 4.78 µM;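 active means percent inhibition above the cutoff of mean plus 3 SD of all tested compounds, set per screening campaign, cut at about 20% in these data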;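 further: 0% = DMSO wells and 100% = biotin wells as full block of FRET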
#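 System: GST-tagged NR2E3 plus biotinylated RetCOR corepressor; Buffer or medium: pH 7.5 Tris-based buffer; Probe or stimulus: RetCOR corepressor, biotinylated, 7 nM; Doses: compound at 4.8 µM, single dose; Schedule: 5 h incubation at 4 °C; Technique: time-resolved FRET; Evaluation: percent inhibition of TR-FRET ratio; Replication: one well per compound, singlicate testing.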
# hiPSC survival: hiPSC single-cell survival enhancement; 360,000 compounds, 0.044% hits; AID 602274; survival enhancement, % at 20 µM; ATPlite luminescence; 100% = ROCK inhibitor wells, 0% = DMSO; in the data active means survival enhancement above about 18%;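 further: cells exposed to compounds for 16 hours before the ATP read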
# HIF-2a block: blocks HIF-2a reporter activity; 786-0 RCC cells HIF-2a reporter, luciferase luminescence, overnight; inhibition, % at 18.8 µM; 360,000 compounds, 0.72% hits; AID 624352;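 active means inhibition of the luminescence signal of 40% or more relative to plate controls, in a single-dose primary screen at 18.75 µM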
# Peg3 promoter: inhibitors of Peg3 promoter; HeLa PEG-Prom luciferase reporter, luminescence, overnight; inhibition, % at 20 µM; 360,000 compounds, 1.7% hits;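 active means inhibition of at least 50% at 20 µM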
# TRPM1 prom inh: MITF TRPM1 promoter inhibition in SK-MEL-5 cells. SK-MEL-5 TRPM1 promoter luciferase, 24 h. inhibition, % at 12.5 µM. 330,000 compounds, 0.83% hits;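 active means mean inhibition across replicates of 60% or more, whatever share of single replicates reaches that level; inconclusive means some that reach 60%, reason not given; inactive means mean inhibition across replicates below 60%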; further: values of inactives mirror those of a sister screen read the other way
# Shn3 3UTR inh: inhibitors of Schnurri-3 3'UTR reporter in osteoblasts; 360,000 compounds, 0.52% hits; Clone20 osteoblast Shn3 3'UTR firefly luciferase, 24 h; AID 588674; inhibition, % at 12.5 µM;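 active means mean inhibition of at least 75% with every replicate also reaching 75%; inconclusive means mean inhibition at least 75% but some replicate below; inactive means mean inhibition below 75%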;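 further: 0% = median of neutral control wells and 100% = pilot-screen positive control compound; some compounds past the cut are filed as inactive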
# An asterisk follows results filed as active; ? = inconclusive; · = not tested or not shown.
SMILES,aDG glyco act,TWEAK Fn14 block,CF NFkB block,NR2E3 ag-1,KKLEB tox,NR2E3 ag-2,hiPSC survival,HIF-2a block,Peg3 promoter,TRPM1 prom inh,Shn3 3UTR inh
Cc1cc(OCCN2CC(C)OC(C)C2)ccc1[N+](=O)[O-] (centres undefined),-0.2,-15,-18,8,-5,0,-0.1,-38,-11,-7,1
CC(=O)N1CCc2cc(S(=O)(=O)NCCN3CCC(C)CC3)ccc21,0.2,0,-6,-4,-2,-1,0.6,10,10,-17,-2
S=C(c1ccccc1)N1CCN(c2ccccc2)CC1,0.0,-4,21,-6,-11,·,-2.0,-10,2,-8,39
CC1(C)CC(C(=O)Nc2ccccc2)C(=O)O1 (centres undefined),0.0,-11,7,2,0,12,-0.8,4,-1,-9,-2
CN(C)c1nc(N)nc(CSc2nnnn2-c2ccc(F)cc2)n1,0.3,29,14,-2,2,2,-1.4,8,16,14,3
COC(=O)c1ccc(Sc2ccccc2NS(=O)(=O)c2ccc(OC)cc2)nc1,0.8,-6,12,18,-8,0,-2.4,15,17,4,16
COc1ccc(OCC(O)CNC(=O)c2ccccc2C(=O)O)cc1 (centres undefined),0.0,-2,11,-21,1,5,-2.7,-3,-19,0,-15
COc1ccc(N2C(=O)NC(NS(=O)(=O)c3ccc(NC(C)=O)cc3)(C(F)(F)F)C2=O)cc1 (centres undefined),-0.2,12,-7,-4,12,2,1.1,1,9,-8,3
CC(C)(C)P(=O)(CO)c1ccccc1 (centres undefined),0.6,-4,-12,-7,16,1,0.7,7,18,6,2
O=C(CNC(=O)COc1ccccc1)NCc1ccccc1F,0.6,-7,12,4,1,-3,-1.6,6,-16,-14,-20
Nc1cc(=O)nc2cn[nH]n12,-0.3,2,5,5,0,·,0.2,7,9,·,-13
Cc1ccc(N/C(CSC(N)=O)=N\S(=O)(=O)c2ccc(C)cc2)cc1,1.6,-5,3,-4,1,3,4.7,-1,3,5,-1
Cn1c(CNC(=O)c2ccco2)nnc1SCC(=O)N1c2ccccc2Sc2ccccc21,0.0,6,7,-15,0,0,-1.0,13,3,-1,-18
COc1ccc(S(=O)(=O)N(C)CC(=O)N2CCN(C)CC2)cc1C,0.1,1,-5,-11,6,-3,1.9,11,-4,16,-9
COC(=O)CN1C(=S)N(C)C(=O)C1CC(=O)Nc1ccccc1 (centres undefined),-0.2,-6,-7,-10,4,-2,-1.2,23,-1,-4,0
COc1cccc(NC(=S)Nc2cccc3ccccc23)c1,0.7,0,-2,-115,14,-1,-0.7,-220,-295,-6,-40
CC(C)CNC(=O)C1(C)CCCCCN1Cc1ccccc1-c1ccccc1 (centres undefined),-0.1,24,48,23,-21,·,-2.1,18,21,·,8
O=C(O)CN1CCN(Cc2ccccc2Cl)C1=O,-0.3,-12,4,1,-4,-4,-2.3,1,-2,0,4
CCOC(=O)N1CCN(C(=O)CN(C2CCCCC2)S(=O)(=O)c2ccc(F)cc2)CC1,1.5,13,-8,-27,3,3,0.3,-3,9,8,-7
CC(C(=O)NC1CCCc2ccccc21)N1CCN(c2ccc(F)cc2)CC1 (centres undefined),-0.1,14,10,-13,-4,-1,-0.9,7,13,-5,-4

# Whole records from above. Order of values: aDG glyco act, TWEAK Fn14 block, CF NFkB block, NR2E3 ag-1, KKLEB tox, NR2E3 ag-2, hiPSC survival, HIF-2a block, Peg3 promoter, TRPM1 prom inh, Shn3 3UTR inh
# COc1ccc(OCC(O)CNC(=O)c2ccccc2C(=O)O)cc1 (centres undefined) is listed as 0.0, -2, 11, -21, 1, 5, -2.7, -3, -19, 0, -15
# CC1(C)CC(C(=O)Nc2ccccc2)C(=O)O1 (centres undefined) is listed as 0.0, -11, 7, 2, 0, 12, -0.8, 4, -1, -9, -2
# S=C(c1ccccc1)N1CCN(c2ccccc2)CC1 is listed as 0.0, -4, 21, -6, -11, ·, -2.0, -10, 2, -8, 39

# Continued.
SMILES,aDG glyco act,TWEAK Fn14 block,CF NFkB block,NR2E3 ag-1,KKLEB tox,NR2E3 ag-2,hiPSC survival,HIF-2a block,Peg3 promoter,TRPM1 prom inh,Shn3 3UTR inh
Cc1cccc(NC(=O)CSc2nnc(CNC(=O)c3ccco3)o2)c1C,0.0,11,6,-14,2,-4,0.2,12,0,2,-18
CC(=O)c1cccc(N(CC(=O)N2CCCC2)S(C)(=O)=O)c1,-0.1,7,-8,-19,0,0,-0.1,-4,7,7,-15
COC(=O)[C@@]12CCCN1[C@H](c1ccc(-c3ccc(Cl)c(Cl)c3)c(OC)c1)[C@H]1C(=O)N(C)C(=O)[C@H]12,0.2,-10,6,-6,4,·,-0.1,28,22,7,12
COc1ccc(NC(=O)CS(=O)c2ccccc2Cl)cc1 (centres undefined),-0.1,-10,15,-25,-17,0,3.3,-46,-58,-16,-23
COc1ccc(Cc2nnc(NS(=O)(=O)c3ccc([N+](=O)[O-])cc3)s2)cc1,0.0,-4,10,-5,0,4,-0.1,10,12,1,-6
CCS(=O)(=O)N1CCN(C(=O)c2cccc(OC)c2)CC1,0.0,-4,-4,6,-3,3,-0.4,2,3,-3,-9
COC(=O)CSc1ncnc2c1cnn2Cc1ccccc1,-0.3,4,5,-9,-8,-1,-0.5,18,-9,10,-10
O=C(Nc1ccc2oc(-c3ccncc3)nc2c1)c1ccc([N+](=O)[O-])o1,-0.1,19,48,22,-20,5,-0.6,6,102*,72*,?
N#Cc1c(-c2ccccc2)nc(-c2cccnc2)[nH]c1=O,-0.1,-7,1,-12,-3,5,0.1,4,0,6,-3
CCc1ccccc1NC(=O)N1C2CCCC1CC(NC(C)=O)C2 (centres undefined),0.0,-11,15,2,-5,-2,7.7,5,7,3,8
Cc1occc1C(=O)Nc1sc2c(c1C(N)=O)CCC(C(C)(C)C)C2 (centres undefined),0.8,2,8,-2,1,2,-1.1,-87,-21,-18,-19
Cc1ccc(-c2nn(-c3ccccc3)cc2CSC(=N)N)cc1,0.7,31,-8,-7,-6,-3,-3.7,-26,101*,3,-4
c1ccn(-c2ccc(N3CCOCC3)cc2)c1,-0.3,22,-6,-43,-7,-1,-1.9,-146,-146,-17,2
CN1C(C(=O)NCc2cccc(C(F)(F)F)c2)CC2Cn3c(nc4cc5ccccc5cc43)C21 (centres undefined),0.2,11,-22,-13,4,-1,2.1,-6,-18,14,2
CCN1CCC(=NNC(=O)c2ccco2)CC1,0.4,-1,-11,-71,3,-1,0.6,-1,6,-3,1
O=[N+]([O-])c1cccc(/C=C/c2nc3ccc([N+](=O)[O-])cc3[nH]2)c1,0.0,21,-40,-43,-6,2,-0.7,-139,18,-1,1
CC(C)(O)C#Cc1ccc(CN2CCC(n3nccc3NC(=O)C3CC3)CC2)cc1,0.1,0,-3,-12,-1,-4,-0.2,-12,-21,1,-13
Cc1[nH]n(-c2cccc(Cl)c2)c(=O)c1/C=N/n1c(C)nc2ccccc2c1=O,-0.2,-5,9,-8,-1,3,0.4,-11,29,10,-5
COCCn1c(=O)[nH]c2cc(C(=O)NCCN3CCN(c4ccccc4F)CC3)ccc2c1=O,0.0,-4,-27,-9,0,1,-1.9,5,7,7,-6
N#Cc1ccccc1OCC(=O)N1CC(=O)Nc2ccccc21,-0.2,17,14,-7,-14,·,-0.5,2,12,·,-5
Cc1onc(-c2c(F)cccc2Cl)c1C(=O)Nc1nc2ccccc2[nH]1,-0.1,8,-14,-26,2,4,7.6,-79,-26,-2,5
O=C(CNC(=O)N1CC(=O)Nc2ccccc21)NCCc1c[nH]c2ccccc12,0.2,-7,1,-2,9,1,-0.6,12,15,·,-30
Cc1ccc(OCC(=O)NNC(=O)C(C)Sc2ncnc3sc(C)c(C)c23)cc1 (centres undefined),-0.1,-12,-5,-24,10,5,0.1,24,12,0,-13
N#CC1=C2SCN(Cc3ccco3)CN2C(=O)CC1c1ccccc1F (centres undefined),-0.1,13,4,-20,0,4,-0.4,1,5,-1,-8
COc1cccc(-c2csc(N3CCN(C(=S)Nc4ccccc4C)CC3)n2)c1,1.2,-4,2,15,1,1,1.2,-58,-70,-15,3
O=C(Nc1ccc2[nH]ccc2c1)c1ccc(F)cc1,0.1,20,-18,-135,-24,4,-0.7,-154,-146,-26,-53
CC(C)(C)NCc1cc(Br)ccc1OC1CCCC1,0.1,16,26,-29,-9,0,-1.0,19,10,-1,3
C[C@@H]1CCCCO[C@H](CN(C)C)[C@H](C)CN([C@@H](C)CO)C(=O)c2cc(NC(=O)Nc3ccc(C(F)(F)F)cc3)ccc2O1,-0.3,-4,-14,-2,-15,·,0.1,0,13,·,1
O=C(CCNC(=O)c1ccccc1Cl)Nc1ccc(S(=O)(=O)Nc2nccs2)cc1,-0.2,5,-16,4,11,·,-1.9,10,-6,1,-6
O=C(COc1ccc(Br)cc1)NCCCN1CCCC1=O,-0.1,-10,1,-22,5,-3,3.4,5,2,-5,-12
CC(C)Oc1ccc(S(=O)(=O)N2CCOCC2)cc1NC(=O)CN1C(=O)NC2(CCCC2)C1=O,0.0,5,19,-15,3,-1,-0.2,22,18,9,-5
COc1cccc(C(=O)N(Cc2ccc(N(C)C)cc2)C2CCS(=O)(=O)C2)c1 (centres undefined),0.2,-11,-6,9,2,2,-2.3,6,1,9,-5
Cc1ccc(NC(=O)O/N=C/c2cccc([N+](=O)[O-])c2)cc1,-0.1,-16,-1,-38,1,0,0.9,-111,-86,-30,-57
CCCCCCCOc1ccc(OC(=O)c2cccnc2)cc1,-0.2,-39,-15,9,11,3,3.8,-94,-184,-26,-2
O=C(NN1CCOCC1)c1cccc(COc2cccc(Br)c2)c1,0.0,-18,6,-159,-7,6,0.0,-71,-50,-27,-4
CCOC(=O)N1CCN(C(=O)CSc2ccc(-c3cccc(OC)c3)nn2)CC1,0.0,-14,2,-22,5,1,-0.5,3,17,-4,2
CCn1c(=O)n(CC)c2cc(N3CCCC3)c(NC(=O)c3ccccc3F)cc21,0.0,3,-13,-13,1,-3,1.3,4,20,-5,-4
O=C(CN1C(=O)CSC1=O)Nc1ccc(C(=O)O)cc1,0.1,-15,-7,-15,2,3,8.6,19,7,12,-6
CC(=O)c1ccc(N2CCN(C(=O)c3ccccc3SCC(=O)NCc3ccco3)CC2)c(F)c1,0.8,20,-3,9,1,·,0.1,-10,4,4,-4
Cc1nc(-c2ccccn2)sc1C(=O)O,-0.4,-7,-1,-26,3,1,-0.9,-4,2,7,11
Cc1cc(C(=O)NCc2ccc(S(N)(=O)=O)cc2)ccc1[N+](=O)[O-],0.1,18,14,-14,2,-1,-0.6,11,17,-5,6
CCOc1cccc(N2C(=O)CC(N3CCN(c4nc5ccccc5s4)CC3)C2=O)c1 (centres undefined),0.0,4,-13,-6,-16,5,-0.4,24,-1,-5,4

# Rows were taken by chance, and some 4.4% of all compounds hit somewhere here.
